Insulin prom up: MIN6 insulin promoter up-regulation; MIN6 insulin promoter-GFP reporter, high-content imaging; active compounds read high; z-score at 5 µM; 0.3% of 190,000 active; AID 1625;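 active means z-score above 3 at 5 µM with at least 500 cells counted in the well; inconclusive means wells under 500 cells, flagged as cytotoxic or low count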
T cell HTS: T cell immune modulation candidate; AID 2052; 0.068% of 330,000 active; calls only at 7 µM; 2C CD8+ T cell-vesicle binding, flow cytometry; active compounds read low;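 active means response, share of CD8 T cells binding vesicles, and their 90th percentile fluorescence all below set limits, cut at about 80% in these data, passing the limit was not always enough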
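Read-out – percent CD8+ FL2 mean versus row control · System – murine 2C transgenic CD8+ T lymphocytes · Times – 1.5 h cell–vesicle binding at 37 °C, then 20 min icy labelling · Control set – naked vesicles low, QL9 vesicles with vehicle high · Detection – cytometric PE anti-B7-1 and Alexa647 anti-CD8 signals after 1% paraformaldehyde fixation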
MT stabilizer: stabilizes microtubules in HeLa cells; 0.83% of 200,000 active; HeLa tubulin immunostaining HCS, 24 h; share of cells brighter than vehicle mean+2SD; % tubulin-high responders, % at 10 µM;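 active means plate Z-score above 3 for both tubulin-high and condensed-nucleus cell shares, with cell loss under 80%, at 10 µM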;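 further: anti alpha tubulin signal scored within the nucleus-defined area of each cell; some results filed as inactive read as strong as hits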
b-catenin transl: alters nuclear translocation of beta-catenin in HeLa cells; immunofluorescence imaging; nuclear translocation activity, % at 5 µM; 0.3% of 190,000 active;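 active means nuclear translocation activity above 50% at 5 µM, with a well cell count of 50 or more; inconclusive means wells under 50 cells across six images, flagged as toxic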;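 further: per-cell ratio of nuclear to cytoplasmic median beta-catenin stain intensity; plate controls were DMSO negative control for no effect and GSK-3 inhibitor IX positive control for full effect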
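Assay system: human HeLa cells, native beta-catenin; doses: 5 µM primary, 0.02–20 µM confirmation; incubation: compound treatment 24 h, 37°C, 5% CO2; technique: fluorescence imaging of beta-catenin antibody stain plus DAPI; measure: % activation, nuclear-to-cytoplasmic median beta-catenin signal ratio per cell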
Hep lipid drop: hepatic lipid droplet formation modulation. AML12 mouse hepatocytes, oleate lipid droplets, BODIPY imaging. inhibition, % at 6.5 µM. 0.4% of 240,000 active. AID 1656;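 active means lipid droplet intensity inhibited by at least 50%, with more than 500 cells counted; inconclusive means wells with under 300 cells, treated as cytotoxic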
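Test system: AML12 hepatocytes (mouse); reagent: oleate loading, 100 µM; dosing: one dose, 6.5 µM compound; incubation: overnight exposure; signal: fluorescence imaging, 20x objective, two fields per well; read-out basis: % inhibition of corrected integrated BODIPY droplet signal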
Autophagy HCS: autophagy modulation, high-content screen. 0.98% of 190,000 active. MEF GFP-LC3 puncta imaging; test concentration mostly 10 µM. calls only at 10 µM (by protocol). AID 463193;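 active means percentage of spot-positive cells more than 3 SD above its plate mean, without a fluorescence outlier flag or 80% toxicity; inconclusive means no clear call, values can overlap the other calls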;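 further: spot-positive cell cutoff set from DMSO-treated cells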
PMI inhibition: MPI inhibition at elevated mannose 6-phosphate – biochemical, fluorescence intensity, high mannose 6-phosphate, primary screen (AID 1220) | 0.66% of 190,000 active | inhibition, % at 20 µM, or IC50 in µM where a hit was titrated | recombinant PMI enzyme, coupled fluorescence intensity; higher % means a stronger effect
TNAP activation fold: stimulation of alkaline phosphatase TNAP activity – biochemical, luminescent, no phosphate acceptor, uHTS, primary screen (AID 1001). purified TNAP, luminescent activation assay, no phosphate acceptor; higher activation fold means a stronger effect. activation fold at 20 µM; hits with a dose series show EC50 in µM. 0.03% of 200,000 active; in the data active means activation fold from about 3, or a potency from the dose series; inactive means the rest, 99 in 100 with activation fold below about 1.6; further: many of its hits are not listed in these tables
PMI inhibitors: MPI enzyme activity inhibition – biochemical, fluorescence intensity, coupled assay, primary screen (AID 1209); 0.42% of 190,000 active; purified PMI enzyme, coupled fluorescence intensity; higher % means a stronger effect; inhibition, % at 20 µM, or IC50 in µM where a hit was titrated;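 further: plate controls were DMSO vehicle for no effect and wells lacking substrate for full effect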
Insulin prom up cell count: also measured in Insulin prom up; calls as there; cell count; measured here: cytotoxicity, nuclei count;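 total cells summed across four imaged fields per well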
Hep lipid drop cells 6.5 µM: second read-out of Hep lipid drop, no call of its own (marks repeat the call); cell count; measured here: cell count, cytotoxicity flag;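 cells counted across two imaged fields per well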
b-catenin transl cell count 5 µM: further read-out of b-catenin transl, marked with its call; cell count; measured here: cell count, cytotoxicity flag
T cell HTS vesicle-bound %: further read-out of T cell HTS, marked with its call; double positive events, %; measured here: CD8+ vesicle-bound cell fraction;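 binding gate set so that unloaded-vesicle control wells show 10% double positive cells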
MT stabilizer Hoechst-high %: also measured in MT stabilizer; calls as there; % Hoechst-high responders; measured here: nuclear condensation Hoechst responders;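 share of cells brighter than vehicle mean plus two SD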
MT stabilizer cytotoxicity %: further read-out of MT stabilizer, marked with its call; toxicity, %; measured here: cytotoxicity by cell density;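 0% = mean cell density of plate MIN control wells and 100% = no cells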
Autophagy HCS cell loss 18 h: further read-out of Autophagy HCS, marked with its call; toxicity, %; measured here: cell loss, nuclei count;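 cell loss after 18 h compound exposure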
Starred values were filed as active, the others as inactive; i = inactive; ? = inconclusive; / = no result given. Unless noted, no stated cut-off is given here; in the data, active means inhibition above about 50%; inactive means the rest.

SMILES | Insulin prom up | Insulin prom up cell count | T cell HTS | T cell HTS vesicle-bound % | MT stabilizer | MT stabilizer Hoechst-high % | MT stabilizer cytotoxicity % | b-catenin transl | b-catenin transl cell count 5 µM | Hep lipid drop | Hep lipid drop cells 6.5 µM | Autophagy HCS | Autophagy HCS cell loss 18 h | PMI inhibition | TNAP activation fold | PMI inhibitors
O=C(Cn1c(NCCO)nc2ccccc21)NCCc1ccc(F)cc1 | 2.1 | 1220 | i | 24 | 3.2 | 2.2 | 9.6 | -1.9 | 1406 | / | / | i | 6 | -9% | 0.9 | -10%
Cc1cc(C)nc(/N=C(\N)Nc2cccc(OCc3ccccc3)c2)n1 | -1.1 | 736 | i | 23 | / | / | / | 26 | 830 | -1 | 678 | / | / | / | / | /
Cc1nn(-c2ccccc2)c2nc3c(cc12)C(=O)CCC3 | 0.63 | 1512 | i | 51 | 6.5 | 2.2 | 4.0 | -1.2 | 1111 | -4 | 448 | i | -2 | 0% | 1.2 | 15%
FC(F)(F)c1cccnc1Oc1ccc(C2=NCCS2)cc1 | -0.16 | 1381 | i | 36 | / | / | / | 6.3 | 950 | 1 | 767 | / | / | / | / | /
COC(=O)c1ccccc1NC(=O)Cn1cc(Br)cn1 | 0.03 | 978 | i | 62 | 2.8 | 2.5 | 5.7 | / | / | 9 | 817 | i | 11 | 0% | 1.1 | 2%
COc1ccc(N2C(=O)CC(NNc3ncc(Cl)cc3Cl)C2=O)cc1 (stereo not given) | 0.54 | 1315 | i | 47 | 4.0 | 2.7 | 6.5 | -0.6 | 1122 | 13 | 738 | i | -3 | 0% | 1.4 | -27%
O=c1cc(N2CCC3(CC2)OCCO3)[nH]c(=O)n1-c1ccc(Br)cc1 | 0.48 | 1291 | / | / | 3.2 | 2.8 | 6.8 | -1.4 | 1170 | 13 | 747 | i | -4 | 0% | 1.1 | -6%
CN(C)C(=S)SCC(=O)Nc1cccc(C(F)(F)F)c1 | 0.03 | 1430 | i | 20 | 2.3 | 1.1 | 4.9 | -3.6 | 535 | -6 | 763 | i | 1 | 6% | 1.1 | 6%
CCC(=O)Nc1ccc(Cl)c(NC(=O)c2c(OC)cccc2OC)c1 | 0.49 | 1445 | i | 52 | 3.4 | 1.3 | 3.1 | -0.2 | 1433 | -21 | 625 | i | 9 | -14% | 1.1 | -8%
Cc1ccc(NC(=O)COC(=O)CC2CCCC2)cc1Cl | -0.66 | 1253 | i | 53 | 4.2 | 2.0 | 5.9 | 0.0 | 1042 | -8 | 682 | i | -15 | 1% | 1.1 | 6%
COc1cccc(/C=N/NC(=O)CNC(=O)c2ccc3c(c2)OCCO3)c1O | -0.14 | 1539 | i | 78 | 2.9 | 4.2 | 9.1 | 1.5 | 1053 | -1 | 682 | i | 1 | -22% | 1.5 | -3%
COc1ccc(OCC(=O)N2CCN(C(=O)c3ccc([N+](=O)[O-])cc3)CC2)cc1 | 0.44 | 1552 | i | 37 | 2.3 | 1.5 | 12 | -1.8 | 893 | 1 | 735 | i | 17 | 5% | 1.1 | 4%
COc1cc(/C=N/NC(=O)CSc2ccccn2)ccc1O | ? | / | i | 26 | / | / | / | 0.1 | 1354 | -12 | 691 | / | / | / | / | /
C=CCc1cccc2ccc(=O)oc12 | 0.12 | 1411 | i | 46 | 3.5 | 3.4 | 2.0 | 2.1 | 960 | 13 | 676 | i | 3 | -3% | 1 | 5%
CCOC(=O)c1[nH]c2ccc(OCC)cc2c1NC(=O)CN1CCC2(CC1)OCCO2 | 0.02 | 1116 | i | 27 | 3.3 | 2.4 | 2.0 | -3.7 | 1094 | -4 | 797 | i | 0 | 9% | 1.1 | 17%
CN1CCN(NC(=O)c2ccc(Br)s2)CC1 | -0.32 | 1123 | i | 61 | / | / | / | -1.4 | 1365 | 19 | 724 | / | / | / | / | /
O=C(Nc1nc2n(n1)C(c1ccccc1)CC(c1ccc(Cl)cc1)N2)c1ccco1 (stereo not given) | -0.11 | 1211 | i | 48 | 2.1 | 1.5 | 6.7 | -0.2 | 679 | / | / | i | -6 | -11% | 1.1 | -2%
CCOC(=O)C1=NN(C(=O)Cc2ccccc2)C(O)(c2ccc(Cl)cc2)C1 (stereo not given) | 0.17 | 1330 | i | 56 | 6.3 | 2.7 | 9.1 | 0.3 | 908 | -4 | 644 | i | 5 | 14% | 0.9 | 8%
CCOc1ccc(NC(=O)Nc2cc(C)ccc2F)cc1 | 0.03 | 762 | i | 24 | 1.4 | 2.5 | 8.7 | / | / | -1 | 793 | i | 3 | 9% | 1 | 7%
Nc1nc(NC(=O)/C=C/c2ccc(F)cc2)nn1-c1ccccc1 | 0.76 | 1432 | i | 39 | / | / | / | 0.4 | 1273 | -10 | 752 | / | / | / | / | /
CC(c1ccco1)N(C(=O)C12CC3CC(CC(C)(C3)C1)C2)c1ccccn1 (stereo not given) | / | / | i | 49 | 1.5 | 1.2 | 3.9 | -2.0 | 912 | -15 | 679 | i | -9 | 0% | 1.1 | 2%
COC(=O)COc1ccc(C(=O)OC)cc1 | -0.25 | 1247 | i | 14 | 2.3 | 0.5 | 25 | -0.7 | 1066 | -3 | 572 | i | -7 | 2% | 1.1 | 5%
Cc1ccc(C(=O)OCC(=O)Nc2ccccc2Sc2ccccc2)cc1C | 0.46 | 1306 | i | 38 | 1.1 | 2.4 | 4.5 | / | / | -5 | 654 | i | 5 | -6% | 1 | -1%
CC1(C)NC(=O)N(CC(=O)O)C1=O | 0.62 | 870 | i | 37 | 1.5 | 1.2 | 2.9 | / | / | 13 | 770 | i | -3 | -10% | 1.2 | -8%
CCn1cnc2cc([N+](=O)[O-])ccc21 | 0.07 | 1232 | i | 40 | 1.5 | 1.8 | 2.7 | -1.7 | 1090 | 16 | 680 | i | -8 | 4% | 1.2 | -4%
(listing goes on)
SMILES | Insulin prom up | Insulin prom up cell count | T cell HTS | T cell HTS vesicle-bound % | MT stabilizer | MT stabilizer Hoechst-high % | MT stabilizer cytotoxicity % | b-catenin transl | b-catenin transl cell count 5 µM | Hep lipid drop | Hep lipid drop cells 6.5 µM | Autophagy HCS | Autophagy HCS cell loss 18 h | PMI inhibition | TNAP activation fold | PMI inhibitors
CC(C)Cc1ccc(/C=C/C(=O)N2CCCCC2)cc1 | -0.4 | 1272 | i | 21 | 1.5 | 2.7 | 4.8 | 0.0 | 1067 | 2 | 707 | i | 5 | 10% | 1 | 9%
O=C(c1ccccc1)c1c(O)nc(-c2ccccc2)n(-c2ccccc2)c1=O | 0.22 | 1275 | i | 4 | 1.6 | 1.7 | 6.5 | -1.4 | 953 | 1 | 575 | i | -15 | 1% | 0.9 | 108%*
CC(C)(C)c1nnc(NC(=O)CCn2cnc3ccccc3c2=O)s1 | -0.02 | 1363 | i | 33 | 6.0 | 1.6 | 4.5 | -0.2 | 1495 | -3 | 714 | i | 7 | 7% | 1.1 | 4%
COc1ccc(CCNc2oc(COc3ccc(F)cc3)nc2C#N)cc1 | -0.36 | 1016 | i | 42 | 4.9 | 2.3 | 4.2 | / | / | -12 | 748 | i | -6 | 15% | 1 | 16%
Cc1ccc(-c2n[nH]c(=S)n2/N=C/c2cc3c(cc2[N+](=O)[O-])OCO3)cc1 | -0.21 | 932 | i | 38 | 0.9 | 2.7 | 2.1 | 1.1 | 1239 | -5 | 781 | i | -28 | 14% | 0.8 | 24%
COC(=O)C1=CN(C(C)C)C=C(C(=O)OC)C1c1cc2c(cc1Br)OCO2 | -0.16 | 1832 | i | 41 | 1.5 | 1.3 | 0.8 | -0.7 | 1083 | -97 | 649 | i | -6 | 4% | 1.2 | 9%
CCN(CC)S(=O)(=O)c1ccc(NC(=O)CN(c2cccc(F)c2)S(C)(=O)=O)cc1 | 0.06 | 1194 | i | 23 | 1.6 | 2.0 | 19 | / | / | -12 | 689 | i | -10 | 24% | 1 | 26%
COc1ccc(/C(C)=N/OCC(=O)N2CC3(C)CC2CC(C)(C)C3)cc1 (stereo not given) | -0.19 | 1348 | i | 48 | 4.3 | 2.3 | 2.9 | -0.4 | 527 | 6 | 636 | i | 2 | 4% | 1.1 | -1%
O=C(COc1cccnc1[N+](=O)[O-])NCc1ccc2c(c1)OCO2 | 0.62 | 922 | i | 22 | / | / | / | 0.2 | 1253 | 1 | 660 | / | / | / | / | /
COC(=O)C(Cc1c[nH]c2ccccc12)NC(=O)c1cccs1 (stereo not given) | 0.39 | 1394 | i | 43 | / | / | / | 3.6 | 1100 | 6 | 672 | / | / | / | / | /
COC(=O)[C@H](C)NC(=O)NCc1ccccc1F | 0.04 | 1545 | i | 23 | 1.9 | 1.8 | 9.9 | -1.1 | 877 | / | / | i | -13 | 2% | 1.1 | 5%
COc1cc(Cl)c(S(=O)(=O)NCc2ccccn2)cc1Cl | 0 | 890 | i | 26 | 2.2 | 1.8 | 5.9 | -2.3 | 1177 | 15 | 801 | i | -9 | -4% | 1 | -5%

In another format: 4 of the compounds above.
Screens in order: Insulin prom up	Insulin prom up cell count	T cell HTS	T cell HTS vesicle-bound %	MT stabilizer	MT stabilizer Hoechst-high %	MT stabilizer cytotoxicity %	b-catenin transl	b-catenin transl cell count 5 µM	Hep lipid drop	Hep lipid drop cells 6.5 µM	Autophagy HCS	Autophagy HCS cell loss 18 h	PMI inhibition	TNAP activation fold	PMI inhibitors
- COC(=O)C(Cc1c[nH]c2ccccc12)NC(=O)c1cccs1 (stereo not given)
→ 0.39	1394	i	43	/	/	/	3.6	1100	6	672	/	/	/	/	/
- Cc1ccc(-c2n[nH]c(=S)n2/N=C/c2cc3c(cc2[N+](=O)[O-])OCO3)cc1
→ -0.21	932	i	38	0.9	2.7	2.1	1.1	1239	-5	781	i	-28	14%	0.8	24%
- O=C(COc1cccnc1[N+](=O)[O-])NCc1ccc2c(c1)OCO2
→ 0.62	922	i	22	/	/	/	0.2	1253	1	660	/	/	/	/	/
- COc1ccc(/C(C)=N/OCC(=O)N2CC3(C)CC2CC(C)(C)C3)cc1 (stereo not given)
→ -0.19	1348	i	48	4.3	2.3	2.9	-0.4	527	6	636	i	2	4%	1.1	-1%

Screening data from PubChem.
